Compound activity deposited in PubChem by National Center for Advancing Translational Sciences (NCATS).
KAT2A inh – inhibitors of human GCN5L2 histone acetyltransferase; 390,000 tested, 0.21% active; Q92830; GCN5L2 HAT assay, ThioGlo1 CoA-SH fluorescence; Potency, µM (top dose mostly 58.9 µM), inactives show top-dose activity change, negative = inhibition, hits mostly inhibitors; AID 504327
Target sequence (Q92830 whole entry, looked up): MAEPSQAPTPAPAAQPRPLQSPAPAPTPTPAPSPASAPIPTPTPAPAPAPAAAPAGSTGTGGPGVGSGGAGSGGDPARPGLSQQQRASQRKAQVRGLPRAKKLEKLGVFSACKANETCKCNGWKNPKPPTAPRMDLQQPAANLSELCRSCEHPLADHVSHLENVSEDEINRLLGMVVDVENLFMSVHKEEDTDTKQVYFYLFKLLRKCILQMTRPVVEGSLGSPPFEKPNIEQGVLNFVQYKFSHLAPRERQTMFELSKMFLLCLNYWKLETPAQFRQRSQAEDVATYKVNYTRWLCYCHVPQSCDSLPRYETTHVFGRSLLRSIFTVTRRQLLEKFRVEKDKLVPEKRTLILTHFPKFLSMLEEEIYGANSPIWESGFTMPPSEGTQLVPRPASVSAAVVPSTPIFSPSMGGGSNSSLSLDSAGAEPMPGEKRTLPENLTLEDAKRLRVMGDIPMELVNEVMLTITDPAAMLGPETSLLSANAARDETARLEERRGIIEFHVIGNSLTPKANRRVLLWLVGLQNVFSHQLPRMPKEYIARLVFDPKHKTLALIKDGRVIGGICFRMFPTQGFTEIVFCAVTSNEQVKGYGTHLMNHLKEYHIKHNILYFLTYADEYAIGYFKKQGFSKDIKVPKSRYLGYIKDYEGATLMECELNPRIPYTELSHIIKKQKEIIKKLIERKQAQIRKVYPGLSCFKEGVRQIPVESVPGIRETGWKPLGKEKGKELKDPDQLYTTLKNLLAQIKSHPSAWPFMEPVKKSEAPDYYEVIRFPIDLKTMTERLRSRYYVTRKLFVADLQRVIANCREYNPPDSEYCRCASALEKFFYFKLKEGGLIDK
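Compounds, pin-transferred from DMSO stocks, meet 20nM GCN5L2 for 15 min before the reaction begins with H3(1-25) peptide (75uM) and acetyl-CoA (70uM). Thiol-reactive ThioGlo1 reports CoA release over 20 min at room temperature.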
N370S GC – inhibits or activates N370S mutant glucocerebrosidase; Potency, µM (titrated, usually from 59.4 µM), inactives show top-dose activity change, negative = inhibition, usual class: inhibitors; N370S GC spleen homogenate, 4MU-glucoside fluorescence; 330,000 tested, 0.092% active;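 note: 0% = full enzyme activity and -100% = no enzyme basal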
FEN1 inh – human FEN1 inhibition; Recombinant FEN1 flap cleavage, fluorescence, 15 min; Potency, µM (highest dose often 114 µM), without a hit: at the top dose activity change, negative = inhibition, usual class: inhibitors; 390,000 tested, 0.35% active; AID 588795; note: nearly all actives have a fitted effect of over 65% in size
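Compounds are tested as a concentration series against 10 nM FEN1; after a 15 min room-temperature preincubation, 50 nM substrate starts cleavage, with plate reads at 0 and 15 min. Normalized responses are fitted by a Hill equation.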
* hit, by the source's call; ? = inconclusive; . = not tested or not shown; & = joins results of further samples; [ ] = dose if it differs, or a comment. Calls come from the whole dose curve; as a rule, active = well fitted curve in the direction sought with a large enough effect; inconclusive = small, poorly fitted or top-dose-only effect, or another doubt; inactive = no such curve, though single readings can be large; an effect the other way counts as inactive or inconclusive. Unless noted, % is set by controls: 0 for no effect and ±100 for the full control effect; potency is the fitted concentration of half-maximal effect.

Every second line gives: FEN1 inh, N370S GC, KAT2A inh
1: O=C(Nc1ccc2oc(-c3cccnc3)nc2c1)c1ccc(Br)cc1
    -4%, ., -2%
2: COc1ccc(C)cc1NC(=O)NCc1cccn1Cc1ccccc1
    14%, ., -9%
3: NC(=O)CSc1nnc2ccc(-c3ccc(F)cc3)nn12
    -8%, 2%, -11%
4: CC1(C(=O)O)CCC(C(=O)Nc2cccc(F)c2)C1(C)C (stereo unspecified)
    15%, -15%, ?
5: Cc1ccc(CNC(=O)Cc2ccc(NC3=NC4CS(=O)(=O)CC4S3)cc2)cc1 (stereo unspecified)
    -4%, -4%, -6%
6: COc1ccc(N2CCN(C(=O)c3ccc(N(C)S(=O)(=O)c4ccc(OC)cc4)cc3)CC2)cc1
    -1%, -4%, 0%
7: Cc1nc(CSc2nnc(N)s2)cs1
    -1%, 27%, -2%
8: CCn1nnc2cc(C(=O)Nc3ccc(C(=O)OC(C)C)cc3)ccc21
    1%, ., -4%
9: CCCCNC(=S)NC1CCCC1
    2%, 4%, 1%
10: Cc1nnc2sc(SCc3ccc(Br)cc3)nn2c1=O
    -1%, -9%, -3%
11: COc1ccc(C2(C(=O)c3ccccc3)C(=O)c3ccccc3C2=O)cc1
    16%, -6%, -5%
12: Cc1ccc(OC(=O)C23CC4CC(CC(C4)C2)C3)c(C)n1
    1%, -3%, -4%
13: COc1ccc(CN=CC2=C(O)CC(C)(C)CC2=O)cc1
    -5%, 8%, -1%
14: COc1cc(OC)cc(C(=O)n2cnnc2N)c1
    4%, 0%, 0%
15: O=C(Nc1cc(S(=O)(=O)N2CCCCC2)ccc1Cl)C1=NN(c2ccccc2)C(=O)CC1
    2%, 0%, -4%
16: Cn1c(SCC(=O)Nc2ccc(N3CCOCC3)cc2)nnc1-c1ccco1
    -1%, -4%, -4%
17: O=C(c1ccc(F)cc1)C(C(=O)N1CCCCC1)n1ccccc1=O (stereo unspecified)
    -1%, -5%, 50%[activator]
18: COc1ccc(NC(=O)CSc2nnc(Cn3c(=O)sc4ccccc43)n2C)cc1OC
    20%, -2%, 0%
19: CCOc1ccc(NC(=O)CC2C(=O)N(c3ccc(OCC)cc3)C(=S)N2C2CC2)cc1 (stereo unspecified)
    0%, -7%, -1%
20: O=C(Nc1ccccc1)c1sc(Cl)nc1-c1ccccc1
    -1%, 1%, -3%
21: Cc1ccc(-n2c(Cc3ccccc3)nnc2SCc2nc(-c3cccs3)no2)cc1
    8%, ., -8%
22: Cc1cc(C)nc(NC2=NCCN2C(=O)NC2CCCCC2)n1
    -3%, 10%, 3%
23: CCOC(=O)CNC(=S)N(CCCN1CCCCC1)Cc1cccs1
    -1%, -1%, -6%
24: O=S(=O)(NCC(O)c1ccccc1)c1ccc(-c2ccccn2)s1 (stereo unspecified)
    -5%, -4%, 2%
25: COc1ccc(CCNC(=O)c2ccccc2NC(=O)CN2CCN(c3ccccc3O)CC2)cc1
    -4%, 8%, -6%
26: O=C(Nc1ccccc1F)c1ccc2snnc2c1
    5%, -1%, -3%
27: CC(NC(=O)CCSCCC(=O)NC(C)c1ccccc1)c1ccccc1 (stereo unspecified)
    -5%, 15%, 0%
28: O=C(NCCc1ccc(Cl)cc1)c1cc(S(=O)(=O)N2CCCCC2)c[nH]1
    7%, -5%, -3%
29: COC(=O)CCc1c(C)nn(-c2ccccc2)c1C
    4%, 3%, -4%
30: O=C(CCl)Nc1ccc(S(=O)(=O)Nc2nccs2)cc1
    2%, 0%, 0%
31: COc1ccccc1NC(=O)c1oc2ccccc2c1NC(=O)COc1cccc(C)c1
    -1%, ., 0%
32: CCOC(=O)[C@@H]1[C@H]2COc3cc(OC)ccc3[C@H]2N2C(=O)N(c3ccc(C(F)(F)F)cc3)C(=O)[C@]12C
    -30%, ., -10%
33: c1cc2c3c(cccc3c1)NC1(CCCCC1)N2
    -22%, 15%, 0%
34: CCN1C(=O)[C@H]2[C@@H](c3ccc(-c4cccc(Cl)c4)c(OC)c3)N[C@@](C)(C(=O)OC)[C@H]2C1=O
    -11%, -19%, -14%
35: O=C(CSc1nnc(-c2ccncc2)o1)Nc1cc(Cl)ccc1C(=O)O
    -2%, ., -2%
36: O=C(Nc1ccc(Cl)cc1)NC1CCCC1Cc1ccco1 (stereo unspecified)
    -7%, 13%, -19%
37: CN(C)Cc1c(O)ccc2c(=O)c(-c3ccc(Cl)cc3)coc12
    1%, -4%, 4%
38: CN(C(=O)C1CCCO1)c1nnc(-c2cnccn2)s1 (stereo unspecified)
    -2%, 21%, 4%
39: O=C(Cn1c(=O)oc2ccccc21)Nc1nnc(N2CCCCCC2)s1
    -4%, 2%, -4%
40: COC(=O)[C@H](Cc1ccccc1)NC(=O)C1CCN(C(=O)[C@H](C)NS(=O)(=O)c2ccc(C)cc2)CC1
    23%, 1%, -11%
41: CCN1CCN(C2CCCCC2NS(=O)(=O)c2ccccc2)CC1 (stereo unspecified)
    -2%, 6%, -15%
42: Cc1ccc(NC(=O)Cn2c(=O)n(CCCC(=O)NCc3ccc4c(c3)OCO4)c(=O)c3ccccc32)cc1
    13%, ., 2%
43: Cc1cc(CNC(=O)[C@H]2C[C@@H]2[C@H](NP(=O)(c2ccccc2)c2ccccc2)c2ccccc2)nn1C
    -2%, -7%&4%, -1%
44: CCOC(=O)Nc1ccc(S(=O)(=O)Nc2nc(C)cc(C)n2)cc1
    0%, 1%, -8%
45: CC(Sc1ccc(S(=O)(=O)N2CCOCC2)cc1[N+](=O)[O-])C(=O)O (stereo unspecified)
    -6%, -4%, 4%
46: CCOc1ccc(C2/C(=C(/O)c3ccc(F)cc3)C(=O)C(=O)N2CCCN(C)C)cc1 (stereo unspecified)
    10%, 4%, -32%
47: CC(C)(C#CC(O)(c1ccccc1)c1ccccc1)N1CCCC1
    -5%, -11%, 49%[activator]
48: COCCn1c(SCC(=O)Nc2ncc(C)s2)nc2sc3c(c2c1=O)CCC3
    ., ?, -8%
49: COC(=O)CN1C(c2cccc(Cl)c2)=Nc2ccc(Cl)cc2C1c1ccccc1 (stereo unspecified)
    -13%, -18%, -4%
50: CC(=O)c1cc2c(cc1NC(=O)c1c(C)nn(-c3ccc(C)cc3)c1-n1cccc1)OCO2
    22%, ., -2%

(continued)
Every second line gives: FEN1 inh, N370S GC, KAT2A inh
51: CCn1c(NC(=S)Nc2ccccc2)nc2ccccc21
    -4%, 13%, 5%
52: Cc1cc(-c2nnc(SCC(=O)Nc3ccc(C(F)(F)F)cc3)n2C)no1
    18%, 5%, 4%
53: CCOc1ccc(C(=O)OC(C)CN2CCCCC2)cc1 (stereo unspecified)
    -2%, -17%, -9%
54: CCOC(=O)c1c2ccc(OCC(=O)N/N=C/c3ccc(C)cc3)cc2n2ccccc12
    10%, 3%, -6%
55: CCOC(=O)c1csc(NC(=O)c2ccc(S(=O)(=O)N(CC)CC)cc2)n1
    -3%, 5%, -2%
56: Cc1cc(NC(=O)CSc2nnc(COc3cccc(C)c3C)n2C)no1
    -4%, -16%, -7%
57: COc1ccc(NC(=O)Cc2nnc(SCC(=O)Nc3cc(C)ccc3OC)n2C)cc1
    -7%, 3%, .
58: COc1cccc(/C=N/n2c(SC)nnc2-c2ccccc2)c1OC
    0%, 4%, -7%
59: O=C(Nc1ccc(Cl)c(S(=O)(=O)Nc2ccccc2Cl)c1)c1cccs1
    -7%, 20%, -20%
60: CCOC(=O)c1nnn(-c2nonc2N)c1-c1ccc(Cl)cc1
    -16%, -17%, -5%

Entries of single compounds as entered above. Values in the order: FEN1 inh	N370S GC	KAT2A inh
Results for `CCOC(=O)c1csc(NC(=O)c2ccc(S(=O)(=O)N(CC)CC)cc2)n1` = -3%	5%	-2%
Results for `CCOc1ccc(C(=O)OC(C)CN2CCCCC2)cc1` (stereo unspecified) = -2%	-17%	-9%

Back to the main list, repeating the 4 entries before the break.
Every second line gives: FEN1 inh, N370S GC, KAT2A inh
57: COc1ccc(NC(=O)Cc2nnc(SCC(=O)Nc3cc(C)ccc3OC)n2C)cc1
    -7%, 3%, .
58: COc1cccc(/C=N/n2c(SC)nnc2-c2ccccc2)c1OC
    0%, 4%, -7%
59: O=C(Nc1ccc(Cl)c(S(=O)(=O)Nc2ccccc2Cl)c1)c1cccs1
    -7%, 20%, -20%
60: CCOC(=O)c1nnn(-c2nonc2N)c1-c1ccc(Cl)cc1
    -16%, -17%, -5%
61: CCN1CCN(c2c(Cl)cccc2NC(=O)c2ccco2)CC1
    -11%, -3%, -27%
62: NC(=O)c1ccc(C(F)(F)F)n(Cc2cccc(Cl)c2)c1=O
    -2%, -30%, 4%
63: CCn1c(=S)sc2c(=O)n(CC(=O)Nc3ccc(OC)c(Cl)c3)c(C)nc21
    3%, -1%, -4%
64: O=c1c2[nH]c3ccc(F)cc3c2ncn1C1CCCCC1
    -3%, 7%, 0%
65: COCCCNC(=O)c1cc(=O)n(Cc2ccc(Cl)cc2)c2ccccc12
    6%, 14%, -14%
66: Cc1ccc(NS(=O)(=O)c2ccc3c(c2)CC(=O)N3)cc1Cl
    1%, -9%, -10%
67: C/C(=N\NC(=O)c1cccnc1)c1ccc(-c2ccccc2)cc1
    -4%, 2%, -5%
68: CCN(CC(=O)Nc1c(F)cccc1F)C(=O)c1ccc(Sc2nncn2C)c([N+](=O)[O-])c1
    1%, 10%, 1%
69: CC1(C)C/C(=C(/C#N)C(N)=O)CCO1
    -4%, -5%, -4%
70: Cc1[nH]n(C)c(=O)c1[N+](=O)[O-]
    13%, 0%, -4%
71: COc1ccc(NC(=O)C(=O)NCCc2ccccc2)cc1OC
    -4%, ., -7%
72: CCN(CC)S(=O)(=O)c1ccc(N2CCOCC2)c(NC(=O)c2ccc(N3CCCC3=O)cc2)c1
    -2%, -7%, -6%
73: O=C(NCCSc1c[nH]c2ccccc12)c1c(F)cccc1F
    16%, 6%, -19%
74: CCCCNC(=O)Nc1c(C)cc(SC#N)cc1C
    -2%, -6%, -5%
75: N#Cc1c(NC(=O)CSc2nc3ccccc3s2)sc2c1CCCC2
    -3%, 15%, -2%
76: Oc1ccccc1C1N=C(c2ccccc2)NC(c2ccccc2)=N1
    ?, -13%, 0%
77: CCN(CC)C(=O)c1nc[nH]c1C(=O)N1CCN(C(=O)OC(C)(C)C)CC1
    -16%, ., 1%
78: O=C(Nc1ccccc1C(=O)O)c1cccc(NC(=O)c2ccc(Br)o2)c1
    10%, -11%, 2%
79: Nc1nn(-c2ccccc2)c(N)c1N=Nc1ccc2c(c1)OCO2
    -21%, -1%, -5%
80: C[C@@H]1NC(=O)/C(=C\c2ccccc2Br)NC1=O
    5%, -23%, 0%
81: CC/C(=N\NC(=S)Nc1cccc(C)c1)c1ccccc1
    -7%, ?, -3%
82: Cc1cc(NS(=O)(=O)c2ccc(NC(=O)COc3ccc(Cl)cc3Cl)cc2)no1
    1%, -5%, -23%
83: Cc1ccc(-c2cc(C(=O)N3CCCc4ccccc43)no2)cc1
    3%, 15%, -9%
84: CC(=O)N1N=C(c2ccc3ccccc3c2)OC12CCCC2
    2%, 22%, -1%
85: O=C(CCNc1n[nH]c(=O)[nH]c1=O)N/N=C/c1ccc(Cl)cc1
    30%, -4%, -2%
86: Nc1nnc(CCCCc2cccs2)o1
    -3%, 13%, -6%
87: CC(C)Nc1nc(NC(C)C)nc(N(C)n2cnnc2)n1
    4%, -3%, -10%
88: CC(Sc1nnc(CN2CCCC2)n1Cc1ccccc1)C(=O)Nc1ccccc1 (stereo unspecified)
    -5%, ., -1%
89: O=C(Cn1cnc(S(=O)(=O)N2CCCC2)c1)Nc1cccc(Br)c1
    19%&-6%, 0%, -8%&7%
90: COc1ccc(C2=NC(C(F)(F)F)(C(F)(F)F)c3c(n(C)c(=O)n(C)c3=O)N2)cc1
    11%, 0%, -19%
91: CC(=O)c1ccc(NC(=O)c2ccn[nH]2)cc1
    -3%, -4%, -23%
92: C=CCn1cc(C(=O)NCC2CCCO2)c(=O)c2cc(S(=O)(=O)N3CCCCCC3)ccc21 (stereo unspecified)
    -2%, 11%, -15%
93: CC(=O)Nc1ccc(NC(=O)c2cc(-n3cnnc3)ccc2Cl)cc1
    11%, 4%, -19%
94: Cc1cc(C)n(/N=C/c2cc([N+](=O)[O-])ccc2O)c(=O)c1
    -4%, -4%, -1%
95: O=C1C2C3CCC(C3)C2C(=O)N1CNc1ccc(F)cc1 (stereo unspecified)
    6%, -14%, -4%
96: COC(=O)c1cc2oc3ccccc3c2n1Cc1c(C)cc(C)cc1C
    -1%, ., 1%
97: O=[n+]1cc(-c2ccc(F)cc2)n([O-])c2c1CCC2
    -1%, -1%, 1%
98: O=C(Nc1ccc(NC(=O)c2cccs2)cn1)c1ccco1
    -5%, 21%, -13%
99: O=C(O)C1CCCCC1C(=O)Nc1ccccc1Cl (stereo unspecified)
    -3%, 4%, -8%
100: CC(NC(=O)Cn1c(NCCO)nc2ccccc21)C1CC2CCC1C2 (stereo unspecified)
    -9%, -15%, -6%
101: CCOc1ccc(CONS(=O)(=O)c2ccc(NC(C)=O)cc2)cc1Cl
    -3%, -6%, -7%
102: CC1(C)C[C@@H]2C[C@@](C)(CN2C(=O)c2ccccc2)C1
    11%, 6%, -2%
103: N#C/C(=C\c1cc2c(cc1Br)OCO2)C(=O)NCC1CCCO1 (stereo unspecified)
    -2%, -1%, -1%
104: Cc1c(C#N)c(N)nc2c3c(sc12)NC(=O)CC3c1ccccc1 (stereo unspecified)
    1%, 8%, -7%

A portion of the library; count on the stated rates, not on these rows.
